# CHRM1 PAM: human CHRM1 positive allosteric modulation | P11229 | CHO-K1 hM1, Fluo-8 calcium fluorescence, ACh EC20; 0% = ACh EC20, 100% = maximal ACh | activation, % at 3 µM | 360,000 compounds, 0.088% hits | AID 588819; in the data active means activation above about 19%, passing the limit was not always enough
# M4 antag: blocks acetylcholine activation of human M4 receptor. P08173. CHO-hM4 cells, ACh EC80, Fluo-8 calcium fluorescence. inhibition, % at 3 µM. 360,000 compounds, 0.73% hits;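 active means inhibition above its plate's cutoff, the mean inhibition of sample wells plus 3 SD, cut at about 27% in these data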;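 further: 0% = acetylcholine EC80 with DMSO and 100% = DMSO without agonist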
# Target sequence (P08173 whole entry, looked up): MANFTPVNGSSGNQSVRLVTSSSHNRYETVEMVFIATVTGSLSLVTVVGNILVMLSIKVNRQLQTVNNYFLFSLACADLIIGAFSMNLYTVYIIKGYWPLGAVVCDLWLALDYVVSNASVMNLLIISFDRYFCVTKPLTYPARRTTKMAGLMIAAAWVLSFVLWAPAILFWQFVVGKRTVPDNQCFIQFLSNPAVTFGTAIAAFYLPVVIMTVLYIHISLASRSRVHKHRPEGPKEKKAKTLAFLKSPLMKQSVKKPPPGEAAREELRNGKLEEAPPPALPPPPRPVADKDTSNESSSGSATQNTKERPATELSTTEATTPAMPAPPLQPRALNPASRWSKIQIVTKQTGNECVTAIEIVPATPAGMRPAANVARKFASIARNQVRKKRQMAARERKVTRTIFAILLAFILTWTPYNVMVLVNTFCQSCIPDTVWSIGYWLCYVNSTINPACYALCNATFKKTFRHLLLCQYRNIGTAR
# M4 ag: agonists of human muscarinic M4 receptor (CHRM4); P08173; CHO-K1 hM4/Gqi5, Fluo-8 calcium fluorescence; vehicle 0%, full acetylcholine response 100%; activation, % at 3 µM; 360,000 compounds, 0.14% hits; AID 624127;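 active means activation above the run mean over all test wells plus 3 SD, cut at about 32% in these data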;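 further: peak over basal fluorescence ratio per well then scaled between controls; 0% = DMSO wells and 100% = acetylcholine at EC100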
# CHO-K1 Ca antag: M1 antagonist counterscreen hit in parental CHO-K1 cells | ATP-induced calcium, Fluo-8 fluorescence | inhibition, % at 3 µM | 360,000 compounds, 0.6% hits;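 active means inhibition above a per-plate cutoff, the plate's mean sample inhibition plus 3 SD, cut at about 24% in these data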;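 further: 0% = DMSO plus EC80 ATP and 100% = DMSO alone without ATP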
# M1 ag: human M1 muscarinic receptor agonism; 360,000 compounds, 0.33% hits; CHO-K1 hM1, Fluo-8 calcium fluorescence, agonist mode; 0% DMSO, 100% acetylcholine EC100; activation, % at 3 µM; P11229;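 active means activation above the run's mean compound activation plus 3 SD, cut at about 16% in these data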;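 further: peak over basal fluorescence ratio within a 140 s kinetic read after compound addition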
# CHO parental Ca: signal in parental CHO cells, OX1R antagonist counter-screen. inhibition, % at 5.6 µM. 330,000 compounds, 0.63% hits. parental CHO-K1, ATP-induced calcium, Fluo-8 fluorescence;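 active means inhibition above that plate's mean sample inhibition plus 3 SD, cut at about 26% in these data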;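 further: 0% = ATP-challenged DMSO wells and 100% = DMSO wells without ATP; some compounds past the cut are filed as inactive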
#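 material = parental CHO cells | also added = ATP as calcium-mobilizing challenge | dosing = single point at 5.6 µM | detection = intracellular calcium via Fluo-8 no-wash fluorescent dye | read-out = % inhibition | benchmarks = low control ATP plus DMSO, high control DMSO only | repeats = one well per compound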
# CHO-K1 Ca ag: nonselective activator or artifact in parental CHO-K1 cells | Fluo-8 calcium fluorescence; scaled to maximal ATP response, vehicle zero | activation, % at 3 µM | 360,000 compounds, 0.48% hits | AID 602248; in the data active means activation above about 15%;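 further: untransfected CHO-K1 host cells lacking M1 receptor as counterscreen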
# OXTR potentiate: human OXTR potentiation | P30559 | CHO-OTR cells, Fluo-8 calcium fluorescence, potentiator mode; 0% = oxytocin EC15, 100% = EC100 | activation, % at 3 µM | 320,000 compounds, 0.061% hits;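 active means activation above that plate's cutoff, the mean activation of tested compounds plus 3 SD, cut at about 6.6% in these data, passing the limit was not always enough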;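 further: 100% uses oxytocin at 75 nM as the full agonist control; some results filed as inactive read as strong as hits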
# Target sequence (P30559 whole entry, looked up): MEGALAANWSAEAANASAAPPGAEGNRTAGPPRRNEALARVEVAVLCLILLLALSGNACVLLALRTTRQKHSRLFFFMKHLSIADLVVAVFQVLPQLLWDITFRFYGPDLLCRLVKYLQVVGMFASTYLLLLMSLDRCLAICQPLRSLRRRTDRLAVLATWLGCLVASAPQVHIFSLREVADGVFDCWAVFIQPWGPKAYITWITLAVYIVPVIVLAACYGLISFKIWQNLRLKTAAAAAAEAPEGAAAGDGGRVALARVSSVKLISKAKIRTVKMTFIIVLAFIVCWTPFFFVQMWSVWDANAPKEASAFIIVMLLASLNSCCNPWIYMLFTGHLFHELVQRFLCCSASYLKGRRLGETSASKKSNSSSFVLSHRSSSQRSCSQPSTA
#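 System: human OTR in CHO cells; Also added: sub-maximal oxytocin, roughly EC15; Timing: compound 6 min at room temperature before oxytocin, 100 s read; Technique: Fluo-8 intracellular calcium fluorescence, ex 470-495, em 515-575 nm; Controls: oxytocin EC15 low and EC100 high; Replication: singlicate.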
# CHRM1 antagonist: antagonists of human M1 muscarinic receptor; P11229; CHO-K1 hM1, Fluo-8 calcium fluorescence, ACh EC80 antagonist; inhibition, % at 3 µM; 360,000 compounds, 1.3% hits; AID 588852;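 active means percent inhibition above its own plate's cutoff, namely the mean of that plate's compound wells plus 3 SD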;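 further: peak over basal fluorescence ratio during 140 s after agonist addition; 0% = ACh EC80 plus DMSO and 100% = DMSO alone without agonist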
# * = called active by the depositor; · = no result given.
SMILES,CHRM1 PAM,M4 antag,M4 ag,CHO-K1 Ca antag,M1 ag,CHO parental Ca,CHO-K1 Ca ag,OXTR potentiate,CHRM1 antagonist
C=CCSc1nnc(NC(=O)C2CC(=O)N(c3ccc4c(c3)OCCO4)C2)s1 (stereo unspecified),21,-6,2,-9,1,-8,0.7,-4,-13
Cc1ccc(CNC(=S)Nc2ccc(C)c([N+](=O)[O-])c2)cc1,-16,3,18,29*,9,0,9.6,-12,18
O=C(c1ccc(Cl)cc1[N+](=O)[O-])N1CCN(c2ccccn2)CC1,10,-7,1,-2,-10,-7,1.4,-2,-5
COc1ccc(C(=O)C(OC(=O)c2ccccc2)c2ccccc2)cc1 (stereo unspecified),6,-2,-1,6,-5,-2,0.2,-12,-6
Cc1ccc(C)c(NC(=O)CSc2nnc(CNC(=O)c3ccco3)o2)c1,12,-7,2,-2,-2,3,0.5,-6,-16
CCc1ccc(CN(C)C(=O)CCc2nnc(Cc3cccc(C)c3)o2)nc1,4,-2,1,-16,-6,-6,0.7,-5,-10
CSCCC(NC(=O)c1ccccc1)C(=O)OCC(=O)Nc1ccc(C)c(Cl)c1 (stereo unspecified),0,6,5,-11,-2,23,1.3,-21,1
CCOC(=O)c1ccc(N2C(=O)CC(N3CCN(Cc4ccccc4)CC3)C2=O)cc1 (stereo unspecified),-12,-6,1,-3,-5,-18,0.3,-7,15
Cc1ccc(C)c(OCC(=O)NCCN(C)C)c1,3,6,0,-8,-5,9,0.5,-3,-5
CC1=C(C(=O)N2CCOCC2)CC(CC(=O)NC(c2ccccc2)c2ccccc2)C(=O)N1CCCN1CCCC1=O (stereo unspecified),8,-8,1,-6,-3,·,0.7,·,-9
N#CC1=C(SCC(=O)Nc2ccc(C(=O)O)cc2)NC(=O)CC1c1ccco1 (stereo unspecified),7,5,0,-11,-1,8,0.9,-5,-8
Cc1ccsc1C(=O)OCC(=O)NCCc1ccccc1,4,-2,0,-11,-5,-10,0.0,4,-2
CCCCN(C)C(=O)c1cccc(OC2CCN(CC(C)(C)C)CC2)c1,1,2,2,-3,-7,-12,1.5,-2,-8
O=c1cc(CSc2nnc(Nc3ccccc3F)s2)nc2sccn12,1,8,4,-13,-9,-3,4.1,-17,0
COc1ccc(-c2ccc(C(=O)NCC(C)C)c3occc23)c(C)c1,-1,-5,0,4,-6,·,-0.1,·,1
CC(c1cccs1)N(Cc1ccco1)C(=O)Nc1ccc(Cl)c(Cl)c1 (stereo unspecified),-18,1,2,-8,-7,-2,-0.5,-11,17
COc1cc(N)n(S(=O)(=O)c2ccc(C)cc2)n1,-7,2,0,-11,-1,-4,0.2,-3,7
CCN(CC)c1ccc(NC(=O)CN2C(=O)CC(C)(C)S(=O)(=O)c3ccccc32)c(C)c1,-1,3,1,0,-11,2,0.2,-3,-5
N#Cc1ccc(/C=N/NC(=O)CCc2ccc(S(=O)(=O)N3CCOCC3)cc2)cc1,9,-6,2,1,-7,-11,0.2,-8,-5
COc1ccc2[nH]c(C(=O)O)c(NS(=O)(=O)c3ccc(Cl)s3)c2c1,0,3,1,13,-3,-11,0.1,-8,0
CCC[C@@H](CN1CCC[C@H]1CN1C(N)=NC[C@H]1CC(C)C)N1C[C@@H]([C@H](C)CC)N(CCCC2CCCC2)C1=N,-31,26,0,6,-12,-25,0.1,8,59*
COc1cc(/C=C2\SC(=S)N(C(Cc3ccccc3)C(=O)O)C2=O)ccc1O (stereo unspecified),1,11,21,3,7,20,15*,-8,-2
CCOc1ccc(NC(=O)CSc2nnc(Cc3csc(C)n3)o2)cc1,5,-4,0,-1,-2,-9,0.4,6,-6
COc1ccc(/C=C2\SC(=O)N(CCNC(=O)C3CCN(S(=O)(=O)c4cccs4)CC3)C2=O)cc1,-9,10,3,-4,-4,9,4.4,-15,18
Cc1ccc(S(=O)(=O)CCC(=O)OC(C)C(=O)NC2CCCCC2C)cc1 (stereo unspecified),3,14,-1,6,-3,-3,-0.2,0,-6

# Gathered by group, the entries above with a nitro group on carbon (2)
SMILES,CHRM1 PAM,M4 antag,M4 ag,CHO-K1 Ca antag,M1 ag,CHO parental Ca,CHO-K1 Ca ag,OXTR potentiate,CHRM1 antagonist
Cc1ccc(CNC(=S)Nc2ccc(C)c([N+](=O)[O-])c2)cc1,-16,3,18,29*,9,0,9.6,-12,18
O=C(c1ccc(Cl)cc1[N+](=O)[O-])N1CCN(c2ccccn2)CC1,10,-7,1,-2,-10,-7,1.4,-2,-5

# Going on with the list.
SMILES,CHRM1 PAM,M4 antag,M4 ag,CHO-K1 Ca antag,M1 ag,CHO parental Ca,CHO-K1 Ca ag,OXTR potentiate,CHRM1 antagonist
CCOC(=O)N1CCN(Cc2nc(-c3cccc(C)c3)no2)CC1,-2,3,5,-11,3,-15,7.6,-10,-1
COc1ccc(C(=O)OCC(=O)Nc2ccc3[nH]c(=O)[nH]c3c2)cc1,6,-19,1,3,0,-20,0.5,-2,4
S=c1[nH]nc(-c2ccc(Cl)cc2Cl)n1-c1ccc(Cl)cc1,8,3,1,1,-1,-6,0.8,-21,-26
COc1cccc(C(NC(C)=O)c2nc(-c3cccc(C(F)(F)F)c3)cs2)c1 (stereo unspecified),0,-9,4,18,-3,·,1.7,·,-5
COc1ccc(CC(N)c2csc(Nc3ccc(C(=O)c4ccccc4)cc3)n2)cc1 (stereo unspecified),17,-6,12,-2,6,·,1.7,·,-9
O=C(c1ccc(-n2cncn2)c([N+](=O)[O-])c1)N1CCN(S(=O)(=O)c2ccccc2F)CC1,-1,7,1,-5,-5,-5,0.6,-16,-3
COc1ccc(-c2cnn3c4c(c(C)nc23)CCN4C2CCCC2)cc1OC,4,7,-1,17,-4,-15,-0.5,0,-3
O=C(Cc1ccccc1)Nc1ccccc1Sc1ccccc1,-1,-14,-3,-8,-9,7,0.4,-8,0
Cn1c(SCC(=O)NC2CCCC2)nnc1-c1ccncc1,6,-2,0,-1,-2,-17,0.3,-13,-4
CCOc1ccc(C(=O)NCc2cccnc2)cc1,1,2,0,-5,-6,-2,0.2,0,-1
O=C1CSC(c2cccnc2)N1Cc1ccc(Cl)cc1 (stereo unspecified),7,-4,0,1,-3,-22,1.4,-5,-8
CN(C)C(C(=O)NC1CCCCC1)c1ccc(Cl)cc1 (stereo unspecified),2,-3,2,-7,-5,-7,0.7,1,-15
Oc1ccc(C(=S)N2CCCCC2)cc1,-1,0,0,-16,-3,10,-0.2,-9,5
Cc1c(C(=O)N2CCCCC2CCN2CCCC2=O)oc2c(F)cccc12 (stereo unspecified),15,-3,3,3,3,-21,0.7,-7,-5
O=C(CC[C@H]1O[C@@H](n2cnc3c(NC(=O)c4ccccc4)ncnc32)[C@H](O)[C@@H]1O)NCC1CCCCC1,5,-8,1,-27,-3,·,1.0,·,-24
CC1CN(Cc2ccccc2)c2nc3c(c(=O)n(C)c(=O)n3C)n2C1 (stereo unspecified),2,-7,-1,-7,-5,-12,-0.3,-7,3
COc1c(C)cc(C(O)c2ncc(-c3cccc(F)c3)[nH]2)cc1C (stereo unspecified),6,-6,4,-12,0,·,4.5,·,-10
CC(=O)c1ccccc1NC(=O)COC(=O)CN1C(=O)C2CCCCC2C1=O (stereo unspecified),-1,-4,2,-13,-3,-14,0.5,-9,-2
C#CCOc1ccc(/C=C2/C(=O)ON=C2C)cc1OCC,3,3,0,-6,-4,-11,0.2,-16,-2
Cc1ccccc1NC(=S)NC(C)C(c1ccccc1)N1CCN(C)CC1 (stereo unspecified),7,-4,1,-1,-7,-9,9.1,-5,-6
CCN(CC)C(=O)c1ccccc1NS(=O)(=O)c1cccs1,4,-3,1,-2,0,-7,0.9,0,-8
CC(=O)Nc1ccc(S(=O)(=O)N2CCN(C(=O)c3ncoc3-c3ccccc3C)CC2)cc1,-1,5,1,-12,-3,5,1.3,-5,3
COC(=O)c1ccc(COc2ccccc2/C=C(\C#N)C(=O)Nc2ccccc2C)cc1,5,-7,1,-3,-7,-8,0.3,8,3
COc1cc(O)c(C(CC(=O)N2CCOCC2)c2ccc3c(c2)OCO3)c(OC)c1 (stereo unspecified),-20,7,2,2,-1,-1,-0.7,-8,36*
CC(C)(CNc1ccc([N+](=O)[O-])cc1Cl)N1CCOCC1,3,0,0,2,-6,2,0.0,-1,-2

# Next part
SMILES,CHRM1 PAM,M4 antag,M4 ag,CHO-K1 Ca antag,M1 ag,CHO parental Ca,CHO-K1 Ca ag,OXTR potentiate,CHRM1 antagonist
CCOc1ccccc1N1C(=O)CC(Sc2n[nH]c(-c3ccccc3)n2)C1=O (stereo unspecified),2,5,3,-3,-5,-26,0.8,-5,1
COc1ccc(C)cc1NC(=O)Nc1cnccn1,2,1,0,3,-8,-16,0.0,-5,6
COc1cccc(C(=O)NCCS(=O)(=O)N2CCCCCC2)c1,9,-3,1,-2,-4,-19,0.6,8,-8
Cc1ccccc1C(=O)Nc1c2c(nc3ccccc13)CCCC2,4,-1,2,15,-4,-21,-0.3,-1,-7
CC1=CC2=NC(=O)/C(=C\c3cccn3CCOc3ccc(C)c(C)c3)C(=N)N2O1,2,-4,3,-6,2,-3,0.7,-10,9
Cc1cc(C)c(C#N)c(SCc2ccc(C(=O)O)cc2)n1,3,-1,0,-7,-4,-7,1.0,3,2
COc1ccc(OC)c(S(=O)(=O)NCc2csc(-c3ccccc3)n2)c1,-8,5,6,-23,2,-14,2.9,-5,-5
COc1cccc(S(=O)(=O)Nc2ccc3sc(C)nc3c2)c1,8,-7,8,9,0,-10,1.7,-6,2
COc1ccc(NC(=O)c2sccc2SCc2cccc(C(F)(F)F)c2)cc1,-7,-4,0,-20,-5,-12,0.3,-9,-1
COc1ccccc1NC(=O)C(C)OC(=O)COc1cccc2c1OC(C)(C)C2 (stereo unspecified),14,-7,2,-4,-2,-18,0.6,-2,-3
COc1ccc(C2CC(c3ccccc3)Nc3nc(NS(C)(=O)=O)nn32)cc1 (stereo unspecified),-2,-22,1,0,-3,-11,0.6,0,-1
CCCC1COC(Cn2cncn2)(c2ccc(C)cc2)O1 (stereo unspecified),6,3,0,-13,-3,-12,0.4,2,-10
CCCCOc1ccc(CCC(=O)N/N=C/c2ccco2)cc1,14,-13,0,-9,-1,-12,0.2,-10,-23
CCCCSCCCNC(=O)Nc1ccc(C)c(C)c1,-6,-2,7,6,-2,-5,1.2,4,23
COc1ccc(C(CNC(=O)c2oc3cc(Br)ccc3c2C)N2CCCCC2)cc1 (stereo unspecified),-10,1,1,-9,-2,-20,-0.1,-23,22
COc1ccccc1CNC(=O)CN1C(=O)NC(c2ccccc2)(c2ccccc2)C1=O,6,-7,10,-16,-3,-25,1.6,-10,-16
COC(=O)[C@]1(Cc2ccccc2)N[C@H](CN(C)C(=O)Nc2ccc(C(F)(F)F)cc2)[C@@H]2C(=O)N(Cc3ccccc3)C(=O)[C@@H]21,1,-9,0,-7,-5,-23,0.5,4,-7

# Printed as active in CHRM1 antagonist, among the entries above:
Compound | CHRM1 PAM | M4 antag | M4 ag | M1 ag | OXTR potentiate | CHRM1 antagonist
CCC[C@@H](CN1CCC[C@H]1CN1C(N)=NC[C@H]1CC(C)C)N1C[C@@H]([C@H](C)CC)N(CCCC2CCCC2)C1=N | -31 | 26 | 0 | -12 | 8 | 59*
COc1cc(O)c(C(CC(=O)N2CCOCC2)c2ccc3c(c2)OCO3)c(OC)c1 (stereo unspecified) | -20 | 7 | 2 | -1 | -8 | 36*

# High-throughput results as filed in PubChem.
